Screening data: PubChem BioAssay, several laboratories
HIF-2a block = inhibitors of HIF-2a; 786-0 RCC cells HIF-2a reporter, luciferase luminescence, overnight; inhibition, % at 18.8 µM; 360,000 compounds, 0.72% hits; AID 624352;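 active = inhibition of the luminescence signal of 40% or more relative to plate controls, in a single-dose primary screen at 18.75 µM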
MITF TRPM1 inh = reduces MITF-dependent TRPM1 promoter luciferase signal. SK-MEL-5 TRPM1 promoter luciferase, 24 h. inhibition, % at 12.5 µM. 330,000 compounds, 0.83% hits. AID 488899;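 active = mean inhibition across replicates of 60% or more, whatever share of single replicates reaches that level; inconclusive = some that reach 60%, reason not given; inactive = mean inhibition across replicates below 60%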; note: values of inactives mirror those of a sister screen read the other way
hiPSC survival = enhancers of human iPSC single-cell survival; hiPSC single-cell survival, ATPlite luminescence; 100% = ROCK inhibitor wells, 0% = DMSO; survival enhancement, % at 20 µM; 360,000 compounds, 0.044% hits; AID 602274; in the data active = survival enhancement above about 18%;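 note: cells exposed to compounds for 16 hours before the ATP read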
HTR2A ag = activates the mouse 5-HT2A serotonin receptor. 360,000 compounds, 0.66% hits. activation, % at 7.6 µM. CHO-K1 mHTR2A beta-arrestin complementation, luminescence; percent of 30 µM serotonin response. AID 624169;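 active = activation above a run cutoff, the mean activation of all tested compounds plus 3 SD, cut at about 14% in these data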;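 note: 0% = plate median of compound wells and 100% = 30 µM serotonin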
Target sequence (P35363 whole entry, looked up): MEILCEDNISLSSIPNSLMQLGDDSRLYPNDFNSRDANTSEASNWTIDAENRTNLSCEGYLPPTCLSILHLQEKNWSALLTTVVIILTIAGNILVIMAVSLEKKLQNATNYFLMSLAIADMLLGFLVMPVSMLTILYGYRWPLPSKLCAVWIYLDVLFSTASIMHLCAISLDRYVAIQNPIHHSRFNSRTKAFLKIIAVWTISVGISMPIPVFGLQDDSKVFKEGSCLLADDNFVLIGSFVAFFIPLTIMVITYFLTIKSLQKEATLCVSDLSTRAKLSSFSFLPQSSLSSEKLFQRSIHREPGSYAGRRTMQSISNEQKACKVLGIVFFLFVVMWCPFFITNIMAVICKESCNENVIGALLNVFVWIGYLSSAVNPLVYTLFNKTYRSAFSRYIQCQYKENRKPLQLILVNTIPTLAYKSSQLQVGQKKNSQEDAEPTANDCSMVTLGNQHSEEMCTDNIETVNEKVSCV
NR2E3 ag-1 = agonists of human nuclear receptor NR2E3. Q9Y5X4. GST-NR2E3/biotin-RetCOR TR-FRET, 1536-well. inhibition of corepressor binding, % at 4.78 µM. 320,000 compounds, 0.12% hits. AID 2300;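 active = percent inhibition above the cutoff of mean plus 3 SD of all tested compounds, set per screening campaign, cut at about 20% in these data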;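 note: 0% = DMSO wells and 100% = biotin wells as full block of FRET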
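Test system – NR2E3–RetCOR corepressor complex · Quantity – NR2E3 fusion 1.35 nM · Buffer or medium – Tris pH 7.5 · Incubation – Compound–protein incubation for 5 h at 4 °C · Technique – TR-FRET, Eu(K)-anti-GST donor, streptavidin-D2 acceptor, ex 340, em 617/671 nm · Evaluation – percent inhibition of 671/617 nm emission ratio versus biotin and DMSO controls · Plate – 1536-well format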
Shn3 3UTR inh = inhibitors of Schnurri-3 3'UTR reporter in osteoblasts; Clone20 osteoblast Shn3 3'UTR firefly luciferase, 24 h; inhibition, % at 12.5 µM; 360,000 compounds, 0.52% hits; AID 588674;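 active = mean inhibition of at least 75% with every replicate also reaching 75%; inconclusive = mean inhibition at least 75% but some replicate below; inactive = mean inhibition below 75%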;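 note: 0% = median of neutral control wells and 100% = pilot-screen positive control compound; some compounds past the cut are filed as inactive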
NR2E3 ag-2 = human photoreceptor-specific nuclear receptor agonism | Q9Y5X4 | CHO-S Gal4-NCOR/VP16-NR2E3 two-hybrid, luciferase | inhibition of corepressor binding, % at 3.98 µM | 360,000 compounds, 0.35% hits | AID 602229;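 active = inhibition above the mean of all tested compounds plus 3 SD, cut at about 70% in these data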;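 note: 0% = DMSO with NR2E3 transfected cells and 100% = cells lacking NR2E3 construct; higher means lower luciferase signal from less NR2E3 corepressor binding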
Peg3 prom inh = Peg3 promoter activity inhibition; HeLa PEG-Prom luciferase reporter, luminescence, overnight; inhibition, % at 20 µM; 360,000 compounds, 1.7% hits; AID 588405;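 active = inhibition of at least 50% at 20 µM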
CaV13 FRET inh = Primary screen for inhibitors of IQ motif and Ca2+-dependent inactivation inhibitor domain binding in CACNA1D, Förster resonance energy transfer in living cells, …; inhibition, % at 12.3 µM; 340,000 compounds, 0.098% hits; AID 743397; HEK cells, CFP/YFP FRET ICDI-IQ, plate reader, 10 min; percent FRET-ratio fall versus neutral wells;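 active = mean replicate inhibition of at least 30% and at least 1% of replicates passing that level; inconclusive = only one of the two criteria is met; inactive = neither criterion is met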;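 note: 0% = median of the neutral control wells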
PDI inh = PDI (human) enzyme inhibition | 350,000 compounds, 0.052% hits | PDI insulin aggregation turbidity, A650, 90 min | inhibition, % at 10 µM;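 active = mean inhibition across replicates of 30% or more, whatever share of single replicates reach that level; inconclusive = mean inhibition below 30% while every single replicate reaches 30%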;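 note: absorbance from insulin aggregation driven by PDI reduction with DTT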
Target sequence (P07237 whole entry, looked up): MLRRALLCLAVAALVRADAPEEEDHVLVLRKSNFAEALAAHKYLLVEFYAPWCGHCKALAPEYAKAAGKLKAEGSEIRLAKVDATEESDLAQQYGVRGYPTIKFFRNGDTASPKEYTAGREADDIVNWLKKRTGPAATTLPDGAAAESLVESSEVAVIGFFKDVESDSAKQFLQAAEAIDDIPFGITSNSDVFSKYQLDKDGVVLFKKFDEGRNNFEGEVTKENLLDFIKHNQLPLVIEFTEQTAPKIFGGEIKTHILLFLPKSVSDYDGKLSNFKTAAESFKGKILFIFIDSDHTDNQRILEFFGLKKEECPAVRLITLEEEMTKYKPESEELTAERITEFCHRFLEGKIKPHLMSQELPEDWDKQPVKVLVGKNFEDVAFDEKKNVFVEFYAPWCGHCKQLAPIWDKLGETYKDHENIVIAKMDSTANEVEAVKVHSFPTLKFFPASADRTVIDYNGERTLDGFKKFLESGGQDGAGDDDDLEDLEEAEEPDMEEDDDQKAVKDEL
H9c2 protect = modulators protecting cardiomyocytes from myocardial damage; 360,000 compounds, 0.63% hits; AID 588492; protection from H2O2 cell death, % at 20 µM; H9c2 cardiomyocytes, H2O2 injury protection, ATPLite, 2 h;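 active = compounds giving at least 50% protection of heart cells from peroxide-induced death in the single-dose screen, raw or plate-pattern-corrected value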;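 note: 0% = DMSO wells with peroxide and 100% = DMSO wells without peroxide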
Numbers without * were called inactive; ? = inconclusive; . = no result given. Rows are unselected, and some 3.9% of all compounds hit somewhere here.

SMILES | HIF-2a block | MITF TRPM1 inh | hiPSC survival | HTR2A ag | NR2E3 ag-1 | Shn3 3UTR inh | NR2E3 ag-2 | Peg3 prom inh | CaV13 FRET inh | PDI inh | H9c2 protect
CCOC(=O)C(CC)n1cnc2c(nnn2-c2ccc(C)cc2)c1=O (stereo not given) | -37.8 | -8.3 | -3.3 | 7.4 | 2.7 | -26.8 | -3.9 | -39.2 | -4.0 | 0.8 | -6.2
COc1ccc(C(=O)NCc2ccc(-n3cccc3)cc2)cc1OC | 10.1 | -4.9 | 0.5 | -4.2 | 2.9 | 21.5 | -17.1 | 10.3 | -5.4 | 9.1 | -2.7
COC(=O)C1=C(Nc2ccccc2NS(=O)(=O)c2ccc(C(F)(F)F)cc2Cl)CSC1 | 10.9 | -6.0 | -0.5 | -0.6 | -2.0 | -59.0 | -8.7 | 21.5 | -4.6 | -1.3 | 0.1
CC(C)NC(=O)CSc1nc2sccc2c(=O)n1-c1ccccc1 | 1.1 | 8.0 | 0.1 | -1.6 | 1.2 | 4.9 | 9.1 | -1.3 | -3.0 | -2.6 | 0.7
COCCNC(=S)NCc1ccc2[nH]c3c(c2c1)CCCC3 | -16.9 | -3.8 | 2.0 | -2.3 | 1.3 | 6.0 | -28.7 | 16.7 | -7.3 | -3.4 | -6.3
Cn1nccc1NC(=O)COCC(=O)O | 14.7 | 5.6 | -0.6 | -5.5 | -3.0 | -6.1 | -9.0 | 2.5 | -15.1 | 1.3 | 1.9
O=C(NCc1ccc(Cl)cc1)c1cc([N+](=O)[O-])ccc1Cl | 10.6 | 11.1 | -2.8 | -0.3 | -3.3 | 2.6 | -3.1 | 16.4 | -18.6 | -2.9 | -6.7
Nc1ccn(-c2ncc(C(F)(F)F)cc2Cl)c(=O)n1 | 11.8 | -4.7 | -1.0 | 0.4 | 4.5 | -3.7 | -24.5 | 5.5 | -3.6 | 6.4 | 1.3
Cc1cccc(C)c1OCc1n[nH]c(=S)o1 | 12.3 | -2.3 | 6.2 | 4.2 | 3.8 | -3.9 | -34.0 | 10.9 | -5.2 | -0.5 | 2.8
CC1=C(C(=O)N(C(C)C)C(C)C)CC(CC(=O)NC2CC2)C(=O)N1Cc1ccccc1 (stereo not given) | 2.6 | . | -0.8 | -0.1 | . | -10.8 | 5.2 | -5.9 | -3.4 | . | 2.9
Cc1nnc(SCC2=C(C(=O)O)N3C(=O)C(NC(=O)Cn4ncc(Cl)c4C)C3SC2)s1 (stereo not given) | 16.3 | -0.2 | 2.3 | -0.2 | 1.1 | 16.2 | -26.4 | 18.7 | 4.7 | -9.1 | -7.8
Cc1ccc(OCCC(=O)OCC(=O)NNC(=O)c2ccccc2)cc1 | -5.0 | -17.0 | 0.0 | -2.9 | 0.2 | 5.5 | -21.4 | -9.8 | -6.9 | -0.2 | 4.5
Cc1nc(S(=O)(=O)Cc2ccccc2)nc2c1CCC2 | -28.0 | -15.4 | 0.2 | 3.6 | 0.9 | 7.3 | -26.8 | -22.0 | 5.8 | -3.8 | 7.4
CC(=O)Nc1cc2c(cc1C(=O)c1ccccc1)OCCO2 | -0.2 | 11.7 | 2.6 | 3.8 | -1.4 | 0.5 | 10.6 | 9.8 | -0.7 | 0.4 | 1.7
NC(=S)N=Nc1ccc(NN=C(N)N)cc1 | -6.1 | 12.2 | -0.3 | -2.7 | 0.0 | 5.7 | -31.6 | 17.7 | -4.8 | 14.0 | -11.2
CCCSc1nnc(NC(=O)Nc2ccc(F)cc2)s1 | -118.6 | 1.5 | -3.4 | 5.8 | 1.6 | 4.5 | -8.1 | -107.9 | . | 5.9 | -33.4
CCCCCCCCCCCCCC(=O)O | -0.7 | -6.7 | -0.1 | 2.8 | 4.0 | -16.4 | 1.9 | -6.7 | . | . | -1.0
CCOc1ccc(OCC)c(NC(=O)CSc2nc3c(c(=O)n(C)c(=O)n3C)n2C(C)C)c1 | 24.9 | -1.2 | -1.5 | 1.5 | 0.6 | 18.8 | -23.0 | 28.3 | -7.2 | 7.3 | 6.0
Cc1ccccc1OCC(=O)Nc1ccccc1C(=O)N1CCCCC1 | -19.7 | -6.6 | 0.8 | -3.3 | 1.5 | 24.1 | 2.9 | -38.0 | . | 17.9 | 3.8
Cc1ccc(OCC(=O)NCCNC(=O)c2ccco2)cc1C | 0.4 | 15.3 | 0.0 | 5.1 | 2.7 | -14.8 | -21.3 | -2.2 | -3.0 | -2.4 | -2.5
O=C(NCC(=O)N1CCN(S(=O)(=O)c2ccccc2F)CC1)c1ccc2ccccc2c1 | 8.9 | -4.1 | -0.2 | -4.4 | 3.8 | -6.7 | 34.1 | 0.1 | -5.8 | -0.7 | -3.2
Cc1ccc(NC(=S)N2CCCC(O)C2)cc1 (stereo not given) | -91.0 | 3.8 | -3.0 | 1.5 | 0.9 | -11.6 | 5.3 | -74.0 | 3.0 | 2.3 | -0.1
c1ccc(-c2nnc(-c3ccccn3)nc2NC2CCCCC2)cc1 | -26.6 | 73.8* | -0.5 | 2.0 | -2.6 | 80.2 | 54.6 | 36.7 | -3.1 | -3.3 | 35.6
COc1ccccc1/C=N/n1c(N)c(S(=O)(=O)c2cccs2)c2nc3ccccc3nc21 | -110.0 | -26.5 | -0.7 | 1.2 | -4.5 | -1.9 | 4.3 | -55.4 | -3.6 | -1.2 | 2.3
CN(CCC(=O)Nc1ccc(Br)cc1)Cc1ccccc1 | 5.8 | 6.8 | -0.1 | -5.6 | 1.6 | 12.4 | 10.1 | -3.8 | . | ? | 16.8
O=C(Nc1cccc(OC(=O)c2ccco2)c1)c1ccco1 | -42.2 | -13.4 | -3.3 | -1.5 | -1.9 | -5.5 | -13.6 | -59.4 | 12.2 | 1.7 | 0.8
O=C(c1ccco1)N1CCN(C(=O)c2ccccc2OCc2ccc(Cl)cc2)CC1 | 11.3 | 3.2 | 1.9 | -5.0 | -0.3 | -2.1 | 16.6 | 10.5 | -3.8 | 1.2 | -0.9
Cc1ccc(NC(=O)NCCN2CCN(C(=O)Nc3ccc(C)cc3)CC2)cc1 | 3.0 | 2.0 | -0.7 | 8.7 | 4.3 | 0.7 | -8.7 | 6.8 | -2.3 | 7.0 | 8.1
CCOC(=O)CSC(CC)C(=O)Nc1nnc(C(C)C)s1 (stereo not given) | -1.9 | . | -0.6 | -1.5 | 1.3 | -4.3 | -13.2 | -2.0 | -3.0 | . | -4.2
CC(C)[C@H](NC(=O)c1cccc(S(=O)(=O)N2CCOCC2)c1)C(=O)Nc1nccs1 | 18.3 | 2.2 | 0.7 | 2.8 | 1.2 | 4.8 | -6.0 | 3.6 | -2.7 | 1.7 | -3.9
CCN(Cc1ccccc1)C(=O)CSc1nc(C)cc2c1C(=O)OC2 | 8.8 | -3.5 | 4.1 | -1.2 | 1.3 | 5.6 | 3.6 | 15.6 | . | 7.3 | 21.8
CC(C)CCN1CN(S(=O)(=O)c2cccs2)c2nc3ccccc3nc21 | -16.1 | -8.4 | -4.0 | 3.5 | -1.1 | -1.5 | 6.4 | -7.5 | . | -1.5 | -5.8
Cc1ccc(S(=O)(=O)N2CCCC2C(=O)Nc2nc3c(s2)CCCC3)cc1 (stereo not given) | -9.8 | 13.1 | 1.3 | 3.3 | 0.9 | 24.7 | -3.8 | -7.9 | . | -2.6 | -12.7
Nc1[nH]ncc1-c1ccc(Cl)cc1 | -17.1 | -15.5 | -0.2 | 0.1 | 0.3 | -0.1 | -28.1 | -26.3 | -4.2 | 0.5 | -0.4
COc1ccc(O)c(C(=O)c2cc(SCC(=O)O)c3nc4sc5c(c4c(=O)n3c2)CCCC5)c1 | -89.8 | -5.5 | 1.4 | -2.8 | 0.2 | -17.4 | -16.0 | -23.5 | -4.1 | 7.3 | -4.6
Cc1nc2ccccc2nc1N1CCC(C)CC1 | -27.7 | -38.8 | 2.2 | -0.1 | 1.5 | -21.3 | -8.4 | -23.0 | -3.2 | 3.7 | -4.6
CCOc1cc2c(cc1OCC)CN(C(=O)c1cccc(S(=O)(=O)N3CCCC3)c1)CC2 | 12.6 | 11.3 | 0.0 | -2.0 | 2.9 | -12.8 | 2.2 | 15.9 | -1.7 | 5.2 | -8.5
Cc1cccc(-n2c(CCCN3C(=O)c4ccccc4C3=O)nc3ccccc3c2=O)n1 | 7.5 | -0.7 | 5.3 | 2.6 | . | . | -4.8 | 0.9 | -7.2 | -6.6 | 10.1
O=C(O)c1nn2c(C(F)(F)F)cc(-c3cccs3)nc2c1Cl | 9.5 | -2.2 | 4.6 | -4.2 | 0.5 | -6.4 | -6.8 | 5.0 | -3.2 | 1.2 | 3.7
CCOC(=O)C1=C(CSc2nc3ccccc3s2)NC(=O)NC1c1cccc([N+](=O)[O-])c1 (stereo not given) | 10.8 | 18.2 | 0.4 | 1.2 | -2.2 | 42.9 | -16.1 | 29.3 | -9.3 | -9.6 | -7.6
Cc1ccc(NC(=O)c2oc3ccc(S(=O)(=O)N4CCOCC4)cc3c2C)cc1C | -10.7 | 22.5 | 4.4 | -1.2 | 2.0 | -7.3 | -3.3 | 31.0 | -4.4 | 1.7 | -10.3
COc1ccc(C=O)cc1COc1ccc(F)cc1F | -3.6 | 5.3 | -1.2 | -5.5 | -1.1 | -1.7 | -14.4 | -3.9 | -2.4 | -4.2 | -11.6
O=C(NCC(=O)N1CCCCCCC1)c1ccccc1Cl | -67.9 | -25.1 | -0.5 | -3.5 | -1.9 | -64.8 | -46.3 | -47.4 | -2.6 | -5.5 | -0.5
COc1cccc(CC(NC(C)=O)C(=O)NC2CCN(C(=O)c3ccc(Cl)cc3)CC2)c1 (stereo not given) | 10.7 | 2.9 | -0.7 | -5.7 | . | -1.8 | -2.5 | 8.9 | -3.3 | 3.5 | 0.9
CC(OC(=O)CNC(=O)c1ccco1)C(=O)Nc1ccc(Cl)cn1 (stereo not given) | 1.9 | 3.3 | -0.4 | -3.6 | 3.3 | 0.4 | -0.7 | 3.2 | -6.8 | -0.6 | 2.5
CC(=O)C1=C(O)C(=O)N(c2ccccn2)C1c1ccc(Cl)cc1 (stereo not given) | -144.0 | -33.9 | 3.8 | -1.4 | -0.3 | -22.4 | -5.7 | -116.5 | -4.6 | 2.4 | 0.3
